High-throughput results from PubChem.
GAA glycogen: inhibitors or activators of human alpha-glucosidase glycogen cleavage; recombinant GAA, glycogen substrate, Amplex Red glucose oxidase fluorescence; P10253; Potency, µM (series often up to 76.4 µM), inactives show at the highest dose activity change, negative = inhibition, most hits filed as inhibitors; 0.38% of 300,000 active;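 note: 0% = full enzyme reaction and -100% = no-enzyme basal signal; the screen sought inhibitors and activators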
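Recombinant enzyme (4 nM final) with compounds titrated up to 77 uM and bovine liver glycogen (30 ug) in citrate pH 5.0, 0.01% Tween-20, 37 C 40 min. Released glucose detected by Amplex Red/glucose oxidase (Ex 573/Em 610); AC50 from Hill fits.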
SMN2 splice up: increases expression of the SMN2 splice variant; HEK293 SMN2-luciferase splicing reporter, luminescence, 30-36 h; Potency, µM (series often up to 46.1 µM), for inactives: top-dose activity change, positive = activation, most hits filed as activators; AID 1458; 2.8% of 210,000 active; note: % of control where 0% means no effect; nearly all actives have a fitted effect of over 55% in size
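HEK293 cells carry an SMN2 […]–luciferase reporter in which exon 7 inclusion puts luciferase in frame. Cells were plated 10-12 h before compound addition, then incubated 30-36 h at 37C. ONE-Glo luminescence was read; sodium butyrate at 4.5 mM final served as control.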
* hit, by the source's call; ? = inconclusive; [ ] = dose if it differs, or a comment. Calls come from the whole dose curve; as a rule, active = well fitted curve in the direction sought with a large enough effect; inconclusive = small, poorly fitted or top-dose-only effect, or another doubt; inactive = no such curve, though single readings can be large; an effect the other way counts as inactive or inconclusive. Potency is the fitted concentration of half-maximal effect. An excerpt, so the mix of outcomes need not match the whole.

A first look:
smiles	GAA glycogen	SMN2 splice up
CCC(C)Nc1nc2c(c(=O)[nH]c(=O)n2C)n1Cc1ccc(F)cc1 (configuration not stated)	3%[76.3 µM]	-8%
CCOC(=O)c1cnc2ccc(OC)cc2c1NCCc1ccccc1	10%[76.3 µM]	-54%[inhibitor]
Cc1ccc(CNC(=O)Cc2coc3cc(C)cc(C)c23)cc1	2%[76.3 µM]	-3%
COC(=O)c1ccc(-c2nc3cc(NC(C)=O)ccc3o2)cc1	17%[76.3 µM]	4%

Main list, from the first entry:
smiles	GAA glycogen	SMN2 splice up
CCC(C)Nc1nc2c(c(=O)[nH]c(=O)n2C)n1Cc1ccc(F)cc1 (configuration not stated)	3%[76.3 µM]	-8%
CCOC(=O)c1cnc2ccc(OC)cc2c1NCCc1ccccc1	10%[76.3 µM]	-54%[inhibitor]
Cc1ccc(CNC(=O)Cc2coc3cc(C)cc(C)c23)cc1	2%[76.3 µM]	-3%
COC(=O)c1ccc(-c2nc3cc(NC(C)=O)ccc3o2)cc1	17%[76.3 µM]	4%
Cc1ccc(CNC(=O)C2CCN(S(=O)(=O)c3c(C)noc3/C=C/c3cccs3)CC2)cc1	-4%[76.3 µM]	-4%
Cc1oc(-c2cccc(Cl)c2)nc1CN1CCC(C(=O)NCCc2ccc(Cl)cc2)CC1	-6%[76.3 µM]	-4%
CCc1cccc(C)c1Nc1c(-c2ccc(SC)cc2)nc2sccn12	?	19%
CCOC(=O)c1ccc(NC(=O)c2oc3ccc4c(c3c2C)C(=O)CC(C)(CC)O4)cc1 (configuration not stated)	-5%[76.3 µM]	5%
Cn1c(=O)n(-c2ccc3c(c2)OCO3)c2nc(-c3ccccc3)nc(C(N)=O)c21	23%[76.3 µM]	0%
COc1ccccc1NC(=O)c1sc2nc(C)c(C(=O)Nc3ccc(C)cc3C)c(-c3ccccc3Cl)c2c1N	-8%[76.3 µM]	19%
CCc1cccc(NC(=O)CCc2c(C)nc3c(c2C)c(=O)n(C)c(=O)n3C)c1	?	-16%
CC1=C(C(=O)Nc2ccccc2)C(c2cccs2)n2nc(SCc3ccccc3)nc2N1 (configuration not stated)	11%[76.3 µM]	11%
COc1ccccc1C(=O)Nc1ccc(OCc2cc(=O)n3cc(C)sc3n2)cc1	16%[76.3 µM]	-2%
Cc1ccc(Nc2nnc(-c3ccc(C)c(S(=O)(=O)N4CCOCC4)c3)c3ccccc23)c(C)c1	-1%[76.3 µM]	1%
CCC(=O)N1CCc2cc(S(=O)(=O)NC(Cc3ccccc3)C(=O)NCc3ccccc3)ccc21 (configuration not stated)	17%[76.3 µM]	-9%
Cc1ccc(-c2noc(CSc3nnc(-c4ccc(Cl)cc4)n3C)n2)cc1	-8%[76.3 µM]	7%
COCCNC(=O)CCSc1nc(-c2ccc3c(c2)OCO3)cc(C(F)(F)F)n1	-3%[76.3 µM]	5%
CCCOCc1cc(CN2CCN(c3cccc(Cl)c3)CC2)c(O)c2ncccc12	1%[76.3 µM]	11%
COc1cccc(CNC(=O)c2c(O)nc3ccccn3c2=O)c1	-2%[76.3 µM]	-1%
Cc1ccc(OCCn2c(CNc3cccc(C)c3)nc3ccccc32)cc1	-6%[76.3 µM]	-9%
CC1=Nc2cc(C(=O)N3CCC(C)CC3)ccc2Sc2ccc(Cl)cc21	-8%[76.3 µM]	-33%[inhibitor]
CSc1ccc(CCNC(=O)CCc2c(C)nc3cc(-c4ccccc4)nn3c2C)cc1	-7%[76.3 µM]	-2%
Cc1c(CNCCCc2ccccc2)c(C(=O)O)c(C)n1Cc1cccc(Cl)c1	-3%[76.3 µM]	-2%
CCCCOc1cccc(C(=O)Nc2cccc(-c3nc4ncccc4o3)c2C)c1	4%[76.3 µM]	-34%[inhibitor]
COc1ccc(C(=O)N2CC(=O)Nc3ccc(Br)cc3C2c2ccc(F)cc2)cc1OC (configuration not stated)	14%[76.3 µM]	3%
Cc1ccc(-c2nc3nc(C)cc(C)n3c2Nc2ccc3c(c2)OCCO3)cc1	?	3%
Cc1cccc(NC(=O)CN(C)S(=O)(=O)c2ccc3c(c2)CCC(=O)N3)c1C	8%[76.3 µM]	3%
Cc1cc(C)c(NC(=O)Cn2c(=O)n(Cc3ccc4c(c3)OCO4)c(=O)c3ccccc32)c(C)c1	1%[76.3 µM]	6%
N=c1n(CCO)c2ccccc2n1CCOc1ccc(F)cc1	7%[76.3 µM]	-18%
CCn1nc(-c2ccccc2)c(-c2ccccc2)c(C(=O)Nc2ccccc2C(N)=O)c1=O	-10%[76.3 µM]	2%
CCOc1cccc(C(=O)Nc2ccc3oc(-c4ccncc4)nc3c2)c1	14%[76.3 µM]	-20%
Cc1ccc(S(=O)(=O)c2nc(-c3ccccc3)oc2SCC(=O)NC2CCCCC2)cc1	-7%[76.3 µM]	3%
COc1ccc(NC(=O)CCc2nnc3n(CC(C)C)c(=O)c4ccccc4n23)cc1	2%[76.3 µM]	-3%
CCCN(CCC)S(=O)(=O)c1ccc(C(=O)N2CCn3c4c(c5cc(C)ccc53)CCCC42)cc1 (configuration not stated)	-5%[76.3 µM]	-1%
Cc1ccc(C)c(N2CCN(C(=O)CCc3nnc4n(C)c(=O)c5ccccc5n34)CC2)c1	-5%[76.3 µM]	-2%
CCC(=O)N1CCc2cc(S(=O)(=O)NC(CC(C)C)C(=O)NCc3ccc(C)cc3)ccc21 (configuration not stated)	-4%[76.3 µM]	-8%
Cc1ccc(NC(=O)CNC(=O)Cn2c(C)cc3ccccc3c2=O)cc1F	?	19%
Cc1ccc(C(=O)COC(=O)c2cc(-c3ccc(Cl)cc3)nc3ccccc23)cc1	-4%[76.3 µM]	3%
Cc1ccc(Sc2c(C)nn(-c3ccccc3)c2OC(=O)CC(C)C)cc1	?	2%
COc1ccc(-n2nc(C(=O)Nc3cc(C)ccn3)c3c4ccccc4n(C)c3c2=O)cc1	15%[76.3 µM]	7%
Cc1ccc(CSc2ncc(Cl)c(C(=O)Nc3nnc(C)s3)n2)cc1	15%[76.3 µM]	-4%
COc1ccc(Cn2c(=O)c3cccnc3n(CC(=O)Nc3c(C)cc(C)cc3C)c2=O)cc1	-5%[76.3 µM]	3%
Cc1ccc(-c2noc(CNC(=O)c3ccc(C(C)(C)C)cc3)n2)cc1	-10%[76.3 µM]	3%
CCN(CC)S(=O)(=O)c1ccc2c(c1)c(=O)c(C(=O)NCc1ccccc1Cl)cn2C	3%[76.3 µM]	-4%
COc1ccc(CNc2nc3c(-c4cccc(C)c4)nnn3c3ccccc23)cc1	11%[76.3 µM]	3%
Cc1ccc(C)c(N2CCN(C(=O)C3CCC(CNS(=O)(=O)c4ccc(Br)s4)CC3)CC2)c1 (configuration not stated)	12%[76.3 µM]	-20%
CCN(CC)c1cc(C)c2cc(NC(=O)c3ccc(F)cc3Cl)ccc2n1	10%[76.3 µM]	-12%
Cc1ccc(CNC(=O)CCCCCn2c(=O)c3sccc3n(CC(=O)C(C)(C)C)c2=O)cc1	9%[76.3 µM]	1%
COc1cccc2sc(=NC(=O)c3ccc(S(=O)(=O)N4CCCCC4)cc3)n(C)c12	6%[76.3 µM]	-2%
Cc1cc(C)c(NC(=O)Cc2csc(C)n2)c(Cl)c1	15%[76.3 µM]	0%
CCc1ccc(C(=O)c2c(N)c(-c3nc(-c4ccc5c(c4)OCO5)cs3)c3ccccn23)cc1	10%[76.3 µM]	-5%
Cc1cccc(N2CCN(C(=O)C3CCCN(S(=O)(=O)c4ccc(Br)s4)C3)CC2)c1C (configuration not stated)	9%[76.3 µM]	-56%[inhibitor]
CC(C)c1ccc(NC(=O)c2ccc(NC(=O)CCS(=O)(=O)c3cccs3)cc2)cc1	6%[76.3 µM]	-4%
Cc1ccc(C)c(Cn2c3ccccc3c3cnn(CC(=O)N4CCCCC4)c(=O)c32)c1	15%[76.3 µM]	-6%
CCCCNC(=O)C1CCCN(Cc2nc(-c3ccc(Cl)cc3)oc2C)C1 (configuration not stated)	-7%[76.3 µM]	-26%
Cc1ccc(-c2nc(S(=O)(=O)c3ccc(C)cc3)c(SCC(=O)NC3CCCCC3)o2)cc1	11%[76.3 µM]	2%
Cc1cccc(CN2C(=O)c3ccccc3S(=O)(=O)c3ccc(C(=O)N4CCN(c5cc(C)ccc5C)CC4)cc32)c1	13%[76.3 µM]	-6%
Cc1ccc(NC(=O)c2cnn3c(C(F)F)cc(-c4ccccc4)nc23)cc1F	6%[76.3 µM]	-15%
COc1ccc(-n2nc(C(=O)N3CCN(c4cccc(C)c4)C(C)C3)c3c4ccccc4n(C)c3c2=O)cc1 (configuration not stated)	11%[76.3 µM]	0%
CC1=C(C(=O)OCc2ccc(C)cc2)C(c2c(Cl)cccc2Cl)CC(=O)N1 (configuration not stated)	-9%[76.3 µM]	2%

Looked up above.
For SMN2 splice up, Cc1ccc(CSc2ncc(Cl)c(C(=O)Nc3nnc(C)s3)n2)cc1 has the entry -4%
For GAA glycogen, COc1cccc2sc(=NC(=O)c3ccc(S(=O)(=O)N4CCCCC4)cc3)n(C)c12 has the entry 6%[76.3 µM]
For GAA glycogen, COc1ccc(CNc2nc3c(-c4cccc(C)c4)nnn3c3ccccc23)cc1 has the entry 11%[76.3 µM]
For SMN2 splice up, Cc1cccc(CN2C(=O)c3ccccc3S(=O)(=O)c3ccc(C(=O)N4CCN(c5cc(C)ccc5C)CC4)cc32)c1 has the entry -6%

5 records picked at random from those above, as already listed:
smiles	GAA glycogen	SMN2 splice up
Cc1cccc(N2CCN(C(=O)C3CCCN(S(=O)(=O)c4ccc(Br)s4)C3)CC2)c1C (configuration not stated)	9%[76.3 µM]	-56%[inhibitor]
CC(C)c1ccc(NC(=O)c2ccc(NC(=O)CCS(=O)(=O)c3cccs3)cc2)cc1	6%[76.3 µM]	-4%
CCc1ccc(C(=O)c2c(N)c(-c3nc(-c4ccc5c(c4)OCO5)cs3)c3ccccn23)cc1	10%[76.3 µM]	-5%
Cc1ccc(C(=O)COC(=O)c2cc(-c3ccc(Cl)cc3)nc3ccccc23)cc1	-4%[76.3 µM]	3%
CCN(CC)c1cc(C)c2cc(NC(=O)c3ccc(F)cc3Cl)ccc2n1	10%[76.3 µM]	-12%

The list continues.
smiles	GAA glycogen	SMN2 splice up
COc1ccccc1C(=O)Nc1ccc(OCc2cc(=O)n3ccsc3n2)cc1	-3%[76.3 µM]	-6%
CC(=O)N1CCc2cc(Br)cc(S(=O)(=O)N3CCN(c4cccc(C(F)(F)F)c4)CC3)c21	1%[76.3 µM]	-7%
Cc1ccccc1-c1nc2cc(NC(=O)Cc3ccc(Cl)cc3)ccc2o1	14%[76.3 µM]	-4%
O=C(NCC1CCCO1)c1c[nH]c2ccc(S(=O)(=O)Nc3ccc(F)cc3F)cc2c1=O (configuration not stated)	-12%[76.3 µM]	2%
Cc1cc(C)c2c(=O)cc(C(=O)Nc3sc4c(c3C(=O)NCc3cccnc3)CCCC4)oc2c1	-7%[76.3 µM]	-2%
Cc1ccc(NC(=O)CSc2nnc(-c3nnn(-c4ccc(F)cc4)c3C)o2)cc1Br	9%[76.3 µM]	1%
Cc1nn2c(-c3ccco3)ccnc2c1-c1ccc(F)cc1	6%[76.3 µM]	1%
O=C(Nc1cccc(Cl)c1)C1CCCN1S(=O)(=O)c1cccc2cccnc12 (configuration not stated)	-14%[76.3 µM]	-14%
COc1ccc(OCc2nnc(-c3ccccc3)o2)cc1	-4%[76.3 µM]	3%

Reformatted: results already given
| GAA glycogen | SMN2 splice up | SMILES |
| --- | --- | --- |
| -4%[76.3 µM] | 3% | COc1ccc(OCc2nnc(-c3ccccc3)o2)cc1 |
| -7%[76.3 µM] | -2% | Cc1cc(C)c2c(=O)cc(C(=O)Nc3sc4c(c3C(=O)NCc3cccnc3)CCCC4)oc2c1 |
